# From PubChem BioAssay
# NOD1 NF-kB reporter: inhibition of NOD1-driven NF-kB reporter – cell-based, luminescence, uHTS, primary screen (AID 1578); hit rate 1% among 290,000; inhibition, % at 4 µM, or EC50 in µM where a hit was titrated; NOD1-driven NF-kB luciferase reporter cells, luminescence; higher % means a stronger effect; in the data active = inhibition mostly above about 36%, no sharp cut-off; inactive = mostly below about 34%;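 also: HEK-293T reporter cells stimulated with the NOD1 agonist gamma-tri-DAP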
# HEK293 NOD2/NF-kB: NOD2 signaling inhibitors, cell-based, luminescence, uHTS, HEK293 (AID 1566); inhibition, % at 4 µM; hits with a dose series show EC50 in µM; hit rate 0.63% among 290,000; HEK293 NOD2/NF-kB luciferase reporter, luminescence; higher % means a stronger effect; also: many of its hits are not listed in these tables
# KOR beta-arrestin-1: kappa opioid receptor activators – cell-based, luminescence, uHTS, primary screen (AID 1777); hit rate 0.02% among 280,000; KOR beta-arrestin recruitment, luminescence; higher % means a stronger effect; activation, % at 10 µM; hits with a dose series show EC50 in µM; in the data active = activation above about 50%, passing the limit was not always enough; also: a part of the inactive calls stands beside numbers as strong as those of hits
# Dynein cargo inh: dynein cargo transport inhibition. 3617.4 mouse cells, GR-EGFP nuclear translocation imaging; test concentration mostly 20 µM; stimulated with dexamethasone, 1 µM; stronger effect = lower value. z-score, hits read low. hit rate 0.47% among 220,000;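 active = plate z-score of nuclear minus cytoplasmic receptor signal below a set negative limit, without overly bright fluorescence or cell loss, cut at about -3.5 in these data, passing the limit was not always enough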;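 also: z-score of nuclear minus cytoplasmic ring GR-EGFP intensity difference per well; some compounds called inactive have numbers as strong as hits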
#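 Buffer or medium: tetracycline-free induction medium containing charcoal-stripped FBS / Reagent: dexamethasone agonist, 1.0 µM final, for 30 min / Technique: automated 10x imaging of fixed Hoechst-stained cells / Times: induction 48 h, compound 1 h, agonist 30 min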
# AID2073: disruptors of CaV2.2 binding to Mint1 – biochemical, HTRF (AID 2073) | inhibition, % at 20 µM; hits with a dose series show IC50 in µM | HTRF protein-protein interaction, Mint1-CaV2.2; higher % means a stronger effect | hit rate 0.19% among 290,000; in the data active = inhibition mostly above about 51%, no sharp cut-off; also: some results filed as inactive read as strong as hits
# M17LAP inhibition: P. falciparum M17LAP inhibitors, primary screen, biochemical, fluorogenic H-Leu-NHMec substrate, 1536-well (AID 1619); inhibition, % at 30 µM, or IC50 in µM where a hit was titrated; hit rate 0.38% among 220,000; recombinant M17LAP, H-Leu-NHMec fluorogenic kinetic assay; higher % means a stronger effect;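 active = compound inhibiting the enzyme by more than half at any dose during confirmatory dose-response retesting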;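 also: plate controls were full reaction with DMSO carrier for no effect and no enzyme background for full effect; strong numbers were not always called active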
# KOR beta-arrestin-2: kappa opioid receptor blockers – cell-based, luminescence, uHTS (AID 1778); KOR beta-arrestin recruitment, luminescence, antagonist mode; higher % means a stronger effect; one-dose inhibition, % at 10 µM; IC50 in µM for titrated hits; hit rate 0.091% among 290,000; also: strong numbers were not always called active
# M1AAP inhibition: P. falciparum M1AAP inhibitors, biochemical, fluorogenic H-Leu-NHMec substrate, 1536-well (AID 1445) | recombinant M1AAP, H-Leu-NHMec fluorogenic kinetic assay; higher % means a stronger effect | inhibition, % at 30 µM, or IC50 in µM where a hit was titrated | hit rate 0.42% among 220,000;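 active = primary inhibition above the hit cutoff, then over 50% inhibition at one or more dose response concentrations, cut at about 23% in these data, passing the limit was not always enough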;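 also: plate controls were DMSO full reaction for no effect and no enzyme background for full effect; strong numbers were not always called active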
# GPR55 beta-arrestin: selective activators of receptor GPR55 – imaging, U2OS cells, beta-arrestin-GFP redistribution, primary screen (AID 1961); U2OS GPR55 beta-arrestin-GFP redistribution imaging; higher % means a stronger effect; one-dose activation, % at 10 µM; EC50 in µM for titrated hits; hit rate 0.048% among 290,000;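 active = activation above 40% with more than 50 cells counted in the well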;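 also: U2OS osteosarcoma cells stably expressing GPR55 and beta-arrestin-GFP; plate controls were DMSO negative control for no effect and LPI positive control for full effect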
# Dynein cargo inh cytoplasmic EGFP: recorded beside Dynein cargo inh, whose call it bears; z-score; measured here: cytoplasmic GR-EGFP intensity; stronger effect = higher value
# Dynein cargo inh nuclear GR-EGFP: further read-out of Dynein cargo inh, marked with its call; z-score; measured here: nuclear GR-EGFP intensity;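 lower value marks the stronger effect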
# Dynein cargo inh cell count: second read-out of Dynein cargo inh, no call of its own (marks repeat the call); z-score; measured here: cell count per field
# * hit, by the source's call; nt = no result given; [ ] = another dose, or the depositor's remark. Rule as the data show it, unless noted: active = inhibition above about 50%; inactive = the rest. This is a subset. The share of hits here may be higher or lower than overall.
# Every second line gives: Dynein cargo inh cytoplasmic EGFP	HEK293 NOD2/NF-kB	Dynein cargo inh cell count	M1AAP inhibition	Dynein cargo inh nuclear GR-EGFP	AID2073	KOR beta-arrestin-1	KOR beta-arrestin-2	GPR55 beta-arrestin	Dynein cargo inh	M17LAP inhibition	NOD1 NF-kB reporter
CCCCCOC(=O)CC(C(=O)OCCCCC)N1CCCCC1 (stereo not drawn)
  -0.23	7%	-0.32	0%	-0.54	-3%	3.4%	-1%	0.6%	-0.87	7%	10%
CC(=O)NS(=O)(=O)c1ccc(NC(=O)c2ccc3c(c2)OCO3)cc1
  nt	-7%	nt	nt	nt	12%	0.9%	5%[20 µM]	-0.1%	nt	nt	-20%
CC(C)(C)c1csc(NC(=O)CCc2ccccc2)n1
  nt	-4%	nt	nt	nt	-5%	-0.9%	-50%[20 µM]	0.2%	nt	nt	-27%
Cc1ccc(N=C(c2cccs2)N2CCOCC2)cc1
  -0.18	3%	0.77	0%	0.27	2%	-4.3%	18%	0.0%	-0.018	0%	-10%
Cc1c(C(=O)N/N=C/c2cccnc2)nnn1-c1nonc1N
  nt	-4%	nt	nt	nt	-2%	4.3%	-28%	-0.2%	nt	nt	-14%
O=C(CNS(=O)(=O)c1cccc(Cl)c1)OCc1csc(-c2ccccc2)n1
  -0.21	8%	0.14	7%	0.36	-7%	-1.4%	16%	-0.4%	0.55	6%	-22%
O=c1[nH]c2cc3c(cc2cc1CN(Cc1nnnn1C1CCCC1)C1CCCC1)OCCO3
  -0.2	3%	0.45	15%	-0.89	15%	5.1%	3%	-0.1%	-1.7	3%	2%
CCCC1=C(C(=O)OCC)C(c2ccc(O)cc2)n2ncnc2N1 (stereo not drawn)
  -0.27	0%	0.81	3%	-0.82	0%	-3.7%	9%	-0.2%	-0.3	0%	-34%
COc1ccc(CCNC(=O)CCS(=O)(=O)c2ccc3c(c2)NC(=O)C(C)S3)cc1OC (stereo not drawn)
  nt	24%	nt	nt	nt	6%	-2.8%	-35%	-0.2%	nt	nt	-36%
O=C(c1cc(=O)[nH]c2ccccc12)N1CCN(c2ccc([N+](=O)[O-])cc2)CC1
  -0.26	-62%	-0.89	1%	0.34	-13%	-2.3%	50%	-0.2%	0.77	-2%	0%
COc1ccc(CCNC(=O)CS(=O)Cc2nc(-c3ccccc3Cl)oc2C)cc1OC (stereo not drawn)
  nt	8%	nt	nt	nt	1%	0.9%	-3%	0.1%	nt	nt	-32%
Cc1ccc(S(=O)(=O)Oc2ccc(/C=N/NC(=O)c3nn(C)cc3Cl)cc2)cc1
  -0.18	22%	-1.3	3%	0.35	6%	-5.2%	15%	0.3%	-0.21	17%	7%
O=C(COC(=O)c1ccccc1Br)Nc1ccccc1F
  3.6	2%	0.09	3%	0.49	1%	-3.3%	10%	-0.6%	-0.48	-1%	-18%
O=c1nc(N2CCCCC2)nc(Nc2ccccc2)[nH]1
  -0.18	-3%	1.1	52µM*	-0.38	18%	1.6%	-2%	-0.1%	-1.2	-9%	2%
COc1ccccc1C(=O)Nc1cccc(N(C)S(C)(=O)=O)c1
  -0.16	2%	-1.5	11%	3.6	24%	-1.3%	-59%	-0.2%	5.2	9%	16%

# Part of the list above, as labelled records.
CC(=O)NS(=O)(=O)c1ccc(NC(=O)c2ccc3c(c2)OCO3)cc1
  Dynein cargo inh cytoplasmic EGFP = nt
  HEK293 NOD2/NF-kB = -7%
  Dynein cargo inh cell count = nt
  M1AAP inhibition = nt
  Dynein cargo inh nuclear GR-EGFP = nt
  AID2073 = 12%
  KOR beta-arrestin-1 = 0.9%
  KOR beta-arrestin-2 = 5%[20 µM]
  GPR55 beta-arrestin = -0.1%
  Dynein cargo inh = nt
  M17LAP inhibition = nt
  NOD1 NF-kB reporter = -20%
CC(C)(C)c1csc(NC(=O)CCc2ccccc2)n1
  Dynein cargo inh cytoplasmic EGFP = nt
  HEK293 NOD2/NF-kB = -4%
  Dynein cargo inh cell count = nt
  M1AAP inhibition = nt
  Dynein cargo inh nuclear GR-EGFP = nt
  AID2073 = -5%
  KOR beta-arrestin-1 = -0.9%
  KOR beta-arrestin-2 = -50%[20 µM]
  GPR55 beta-arrestin = 0.2%
  Dynein cargo inh = nt
  M17LAP inhibition = nt
  NOD1 NF-kB reporter = -27%

# (further entries)
# Every second line gives: Dynein cargo inh cytoplasmic EGFP	HEK293 NOD2/NF-kB	Dynein cargo inh cell count	M1AAP inhibition	Dynein cargo inh nuclear GR-EGFP	AID2073	KOR beta-arrestin-1	KOR beta-arrestin-2	GPR55 beta-arrestin	Dynein cargo inh	M17LAP inhibition	NOD1 NF-kB reporter
Cc1cc(C)cc(C(=O)N/N=C/c2ccoc2)c1
  nt	-1%	nt	nt	nt	-4%	-4.3%	26%	0.0%	nt	nt	-31%
N#CC1=C(N)SC(N)=C(C#N)C1c1c(Cl)cccc1Cl
  -0.17	-21%	-0.6	11%	0.079	8%	-7.6%	-12%	0.4%	-0.3	3%	-3%
Cc1ccc(-n2ncc3c(=O)n(-c4ccc(C)c(C)c4)c(C)nc32)cc1
  -0.22	10%	0.44	1%	0.17	2%	8.0%	11%	0.0%	0.0091	1%	-14%
COCCNC(=O)/C(C#N)=C\c1ccc(CNC(=O)C(=O)Nc2ccc(C)c(C)c2)o1
  -0.16	4%	-1.1	-1%	0.82	-9%	nt	-41%[20 µM]	-0.1%	1.4	4%	-28%
COc1ccc(NC(=O)c2cc(-c3ccc(C)cc3O)n[nH]2)c(OC)c1
  nt	25%	nt	nt	nt	19%	-2.4%	1%	-0.1%	nt	nt	-2%
CC1CCC(NS(=O)(=O)c2cccc3nsnc23)CC1 (stereo not drawn)
  nt	8%	nt	nt	nt	-4%	-3.0%	-7%	-0.2%	nt	nt	-9%
COc1ccc(C(O)(C2CCCCC2)C(CN2CCCC2)c2ccccc2)cc1 (stereo not drawn)
  nt	-7%	nt	nt	nt	18%	1.7%	-28%	-0.1%	nt	nt	-12%
Fc1ccc(-c2n[nH]c(=S)n2-c2ccc3c(c2)OCCO3)cc1
  -0.25	6%	0.51	-4%	-0.57	13%	nt	-3%[20 µM]	-0.1%	-1	-9%	-30%
CC(C)c1ccc(CN2CCSCC2)cc1
  nt	-8%	nt	nt	nt	14%	-0.6%	-18%[20 µM]	-0.4%	nt	nt	-12%
c1ccc(-c2onc3cc4c(cc23)OCCO4)cc1
  -0.22	-39%	0.79	8%	0.08	-7%	-2.0%	23%	0.3%	-0.67	-10%	-55%
O=C(NCc1cccnc1)c1noc2c1CCCCC2
  -0.031	-27%	0.1	4%	0.48	-6%	2.7%	-7%	0.2%	0.74	-14%	-28%
O=C(/C=C/c1cccc([N+](=O)[O-])c1)NCCc1ccc(F)cc1
  -0.19	-6%	0.7	5%	-0.56	4%	7.2%	nt	-0.2%	-0.37	-1%	-42%
O=S1(=O)CCO[C@H]2Cc3ccccc3[C@H]2N1Cc1ccccc1F
  nt	-17%	nt	nt	nt	7%	-1.9%	-29%[20 µM]	-0.1%	nt	nt	-19%
COc1ccc(Nc2nc(NCc3ccco3)nc(N/N=C/c3ccccc3F)n2)cc1
  -0.19	1%	-1.2	12%	0.25	12%	10%	15%	-0.2%	0.41	2%	-15%
CCC(=O)c1ccc(OCC(=O)N2CCc3cc(OC)c(OC)cc3C2)cc1
  -0.29	18%	1.5	3%	-0.82	-1%	-0.9%	19%	0.1%	-0.41	1%	nt
Cc1occc1C(=O)NNC(=S)Nc1ccccc1C(F)(F)F
  -0.1	-11%	0.5	3%	-0.32	-20%	-6.0%	15%	-0.1%	-0.27	-3%	-19%
O=C(O)c1cccc(NS(=O)(=O)c2ccc(S(=O)(=O)N3CCOCC3)cc2)c1
  nt	-4%	nt	nt	nt	7%	-1.9%	9%	0.0%	nt	nt	-22%
COC(=O)CCNC(=O)Cn1cnc2sc3c(c2c1=O)CCCC3
  -0.36	3%	0.62	-1%	-0.38	23%	-5.0%	35%	-0.1%	-0.19	61%	-25%
O=c1[nH][nH]c2cc(=O)n(-c3ccc(Cl)cc3)nc12
  -0.26	21%	1.2	15%	-0.43	17%	-5.6%	17%	-0.1%	-1	5%	-31%
CCC(C)c1ccc(NC(=S)Nc2ccc(OC)c(OC)c2)cc1 (stereo not drawn)
  nt	21%	nt	4%	nt	-14%	6.4%	3%	0.1%	nt	-3%	-10%
CCCCc1ccc(NC(=S)Nc2cccnc2)cc1
  -0.078	-15%	-0.012	1%	0.066	-11%	-4.4%	-11%	-0.2%	0.12	-1%	21%
COc1ccc(Br)cc1S(=O)(=O)N1CCOCC1
  -0.26	16%	-0.033	8%	0.21	-9%	-6.7%	16%	-0.1%	0.047	-7%	-6%
O=C(CSc1nnc(Cc2ccc3c(c2)OCO3)n1C1CCCCC1)NC1CCCC1
  -0.23	18%	0.69	0%	-0.27	-4%	-3.0%	18%	0.3%	-0.95	3%	0%
Cc1c(C(c2ccc(O)cc2)c2c(C)n(C)n(-c3ccccc3)c2=O)c(=O)n(-c2ccccc2)n1C
  -0.21	6%	-0.42	-5%	0.26	6%	-3.0%	11%	-0.3%	0.76	-5%	-30%
Cc1cccc(N(CC(=O)NC2CCCC2)C(=O)CCCC(=O)Nc2ccccn2)c1
  -0.21	2%	1	4%	0.068	-2%	-8.0%	-5%	-0.1%	-0.26	8%	-13%
CCc1ccccc1NC(=O)c1cnc2scc(C)n2c1=O
  -0.2	-2%	-0.16	4%	0.16	20%	-2.6%	-6%	-0.4%	0.21	2%	-28%
CCc1c(O)nc(SCC(=O)N2CCCCC2)n(-c2ccccc2C)c1=O
  -0.16	13%	-2	3%	1.8	1%	0.9%	19%	0.8%	3.4	-1%	3%
CCOc1cc(C=O)ccc1OCCn1c([N+](=O)[O-])cnc1C
  nt	2%	nt	nt	nt	1%	-0.6%	-18%	0.3%	nt	nt	-40%
C=CCNC(=O)CN(c1ccc(F)cc1)S(=O)(=O)c1ccc(OC)cc1
  -0.25	-16%	-0.16	-1%	-0.43	10%	0.8%	5%	-0.4%	-0.59	-5%	10%
O=C(COC(=O)CC1c2ccccc2CCN1S(=O)(=O)c1ccc(F)cc1)Nc1ccccc1 (stereo not drawn)
  -0.062	0%	0.43	1%	0.028	16%	0.8%	4%	0.3%	-0.62	1%	-10%
COc1ccc(O)c(CN2CCC(n3nccc3NC(=O)CCOc3ccccc3)CC2)c1
  nt	17%	nt	nt	nt	103%	1.9%	9%	0.3%	nt	nt	-1%
CC(=C1C(=O)c2ccccc2C1=O)N1CCN(CCN=CC2=C(O)CC(C)(C)CC2=O)CC1
  -0.08	0%	-2.1	7%	1.5	1%	0.1%	-6%	-0.1%	2.7	3%	-29%
